CXCR6 block – inhibitors of human CXCR6 receptor | 360,000 tested, 0.36% active | inhibition, % at 20 µM | CHO-K1 PathHunter CXCR6 beta-arrestin, luminescence | AID 602244; in the data active = inhibition above about 34%, passing the limit was not always enough;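 note: antagonist mode with CXCL16 agonist at 10 nM final; 0% = 10 nM CXCL16 with DMSO and 100% = unstimulated wells without agonist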
Gli-Sufu block – antagonists of Gli-Sufu signaling. Sufu-KO-LIGHT fibroblasts, Gli luciferase reporter luminescence. 340,000 tested, 0.74% active. inhibition, % at 5 µM;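 active = inhibition above about 55%, limit read from the data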;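 note: 0% = DMSO-treated cells and 100% = wells with medium but no cells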
A3A deaminase – human APOBEC3A DNA deaminase inhibition. recombinant A3A, FAM/TAMRA ssDNA deamination fluorescence. inhibition, % at 20 µM. 330,000 tested, 0.41% active;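 active = at least 40% inhibition at 20 µM here, with at most 30% in a related deaminase screen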;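 note: plate controls were A3A with DMSO for no effect and wells lacking A3A enzyme for full effect; some results filed as inactive read as strong as hits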
CCR6 antagonist – blocks CCL20-driven beta-arrestin recruitment at human CCR6 | P51684 | CHO-K1 CCR6 PathHunter beta-arrestin, luminescence, CCL20-stimulated | inhibition, % at 20 µM | 340,000 tested, 0.49% active;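 active = compounds whose inhibition of the agonist-driven luminescence signal at 20 µM reaches about 50%, limit read from the data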;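 note: cells stimulated with CCL20 at 14 nM final; plate controls were DMSO with CCL20 for no effect and DMSO without agonist for full effect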
Target sequence (P51684 whole entry, looked up): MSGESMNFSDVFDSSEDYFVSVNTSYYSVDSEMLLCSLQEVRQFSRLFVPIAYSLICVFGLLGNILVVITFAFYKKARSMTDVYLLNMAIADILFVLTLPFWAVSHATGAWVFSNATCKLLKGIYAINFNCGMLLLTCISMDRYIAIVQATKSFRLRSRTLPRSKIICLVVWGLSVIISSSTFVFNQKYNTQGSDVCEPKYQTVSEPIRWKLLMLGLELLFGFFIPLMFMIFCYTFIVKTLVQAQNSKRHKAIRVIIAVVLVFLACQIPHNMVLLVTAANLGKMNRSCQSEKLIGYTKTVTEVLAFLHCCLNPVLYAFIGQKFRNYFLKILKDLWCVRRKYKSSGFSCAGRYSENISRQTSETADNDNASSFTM
APOBEC3G inh – APOBEC3G (human) deaminase inhibition; Q9HC16; recombinant A3G, ssDNA deamination FAM/TAMRA fluorescence; inhibition, % at 20 µM; 330,000 tested, 0.28% active; AID 493012;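 active = inhibition of at least 40% at 20 µM, with no more than 30% in the related APOBEC3A deaminase screen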;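 note: plate controls were DMSO wells with A3G for no effect and wells lacking A3G enzyme for full effect; some compounds called inactive have numbers as strong as hits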
Target sequence (Q9HC16 whole entry, looked up): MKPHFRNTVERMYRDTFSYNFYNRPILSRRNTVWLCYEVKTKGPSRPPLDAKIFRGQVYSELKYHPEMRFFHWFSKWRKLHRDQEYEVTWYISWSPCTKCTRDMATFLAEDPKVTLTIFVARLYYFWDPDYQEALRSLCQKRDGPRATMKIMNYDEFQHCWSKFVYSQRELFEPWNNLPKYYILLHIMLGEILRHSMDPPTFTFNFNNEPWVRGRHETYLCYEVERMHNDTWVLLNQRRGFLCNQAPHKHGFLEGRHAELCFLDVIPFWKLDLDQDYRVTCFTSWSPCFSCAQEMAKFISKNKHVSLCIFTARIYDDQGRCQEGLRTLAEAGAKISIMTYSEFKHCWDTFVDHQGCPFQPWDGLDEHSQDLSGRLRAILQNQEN
MPTP inh – blocks calcium-induced mitochondrial swelling; isolated mouse mitochondria, Ca2+ swelling absorbance, 30 min; inhibition, % at 10 µM; 360,000 tested, 1.4% active;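 active = inhibition of 50% or more, scaled per plate between neutral and stimulator controls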;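 note: 0% = DMSO wells given calcium and 100% = 1 mM EGTA wells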
GRIN3A LBD mod – modulators (binders) of human NR3A ligand-binding domain; 340,000 tested, 2.5% active; AID 1259313; NR3A LBD differential scanning fluorimetry, Tm shift; 0% = protein alone, 100% = glycine-bound protein; Tm shift relative to glycine control, % at 25 µM;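 active = melting temperature shift of at least 10% of the positive control shift, at one fixed dose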
EBI2 antag – blocks human EBI2 receptor beta-arrestin signaling | 360,000 tested, 0.81% active | EBI2 beta-arrestin recruitment, luminescence, 7a,25-OHC stimulated | P32249 | inhibition, % at 5 µM; in the data active = inhibition above about 38%;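 note: enzyme fragment complementation signal reports receptor beta-arrestin coupling in cells; 0% = agonist plus DMSO wells and 100% = wells without agonist; some results beyond the cut were filed as inactive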
Target sequence (P32249 whole entry, looked up, the tested form may be a part): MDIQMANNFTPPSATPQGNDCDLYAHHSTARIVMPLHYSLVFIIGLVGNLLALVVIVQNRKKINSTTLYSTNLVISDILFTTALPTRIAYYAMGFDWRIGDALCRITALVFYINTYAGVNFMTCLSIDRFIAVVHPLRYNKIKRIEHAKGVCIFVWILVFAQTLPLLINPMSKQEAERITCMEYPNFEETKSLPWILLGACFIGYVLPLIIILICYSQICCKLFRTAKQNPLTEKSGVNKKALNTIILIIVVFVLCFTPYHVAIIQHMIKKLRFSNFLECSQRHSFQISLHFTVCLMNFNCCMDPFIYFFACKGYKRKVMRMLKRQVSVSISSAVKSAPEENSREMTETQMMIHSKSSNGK
The depositor's hits bear a star; x = not tested or not shown.

SMILES	CXCR6 block	Gli-Sufu block	A3A deaminase	CCR6 antagonist	APOBEC3G inh	MPTP inh	GRIN3A LBD mod	EBI2 antag
O=C(O)[C@@H]1CCCN1S(=O)(=O)c1cccc2cccnc12	-3	-9	6	8	0	0.2	0	0
Cc1ccc2nc(Cl)c(CN(Cc3cccs3)C(=O)C3CC3)cc2c1	1	11	-2	19	-3	1.8	2	7
Cc1ccc(-n2nnnc2SCn2nnc3ccccc3c2=O)c(C)c1	1	50	-4	11	-6	5.5	6	0
Nc1nc(SCC(=O)c2ccc(Oc3ccccc3)cc2)n[nH]1	0	-12	-2	-10	-8	5.1	-3	1
O=c1oc2ccccc2c(Nc2ccc3ccccc3c2)c1[N+](=O)[O-]	11	8	1	21	2	62*	2	5
CCN(CC(=O)NCc1ccc(F)cc1)C(=O)c1cccnc1SC	-3	0	-1	11	-7	0.5	1	4
CCCc1c(C)nc(N2CCN(c3ccccc3F)CC2)[nH]c1=O	-3	0	-9	6	-8	0.1	3	-2
CCCCN(Cc1ccco1)C(=O)C1CCCN(c2ncnc3c2nc2n3CCCCC2)C1 (centres undefined)	-1	24	-4	23	-2	-0.6	-2	18
C/C(=N/OC(=O)c1ccc(C(F)(F)F)cc1)c1oc(C)nc1C	-4	0	-4	5	-2	1.2	-2	-12
CC(C)(C)P(=O)(CO)c1ccccc1 (centres undefined)	-5	-2	-1	-9	-5	1.0	-5	-6
Cc1cc(C(=O)COc2ncnc3sccc23)c(C)n1C	-1	-41	1	8	-1	-0.7	3	-10
O=C(NCCN1CCOCC1)c1ccc2c(c1)N(Cc1ccccc1)C(=O)CS2	2	1	0	-1	-5	0.4	0	4
CC1(C(=O)c2ccccc2)C2c3c(ccc4ccccc34)OC(=O)C21C(=O)N1CCOCC1 (centres undefined)	9	-5	4	16	3	-7.6	-2	10
Cc1oc2ccccc2c1CNC(=O)N(C)C	3	3	3	6	-8	0.8	1	-16
Clc1ccc(-c2ccc(SCc3ccccn3)nn2)cc1	-8	-86	-4	4	-7	0.6	-1	-16
COc1ccc(CC(=O)NNC(=S)Nc2ccc(Br)cc2)cc1	-6	13	0	15	-2	11	-5	6
CC(C(=O)Nc1ccccc1C(=O)N1CCCC1)n1nnc2ccccc21 (centres undefined)	3	-22	1	-2	-4	-0.7	0	1
CCOC(=O)C1=C(C)NC(=O)NC1c1cccc(O)c1 (centres undefined)	-5	-8	0	0	-3	-2.5	2	2
O=C(CSc1n[nH]c(-c2ccccn2)n1)Nc1ccccc1	-9	-1	-4	15	-14	-0.9	-7	-4
CCSc1nc(C(F)(F)F)cc(=O)n1-c1ccccc1	6	0	-3	-14	-7	-0.5	1	-3

3 compounds from above, sorted by the number in APOBEC3G inh, smallest number first.
compound | APOBEC3G inh
CCSc1nc(C(F)(F)F)cc(=O)n1-c1ccccc1 | -7
CCOC(=O)C1=C(C)NC(=O)NC1c1cccc(O)c1 (centres undefined) | -3
O=C(O)[C@@H]1CCCN1S(=O)(=O)c1cccc2cccnc12 | 0

MPTP inh: what is marked active above.
structure,CXCR6 block,A3A deaminase,CCR6 antagonist,APOBEC3G inh,MPTP inh,GRIN3A LBD mod,EBI2 antag
O=c1oc2ccccc2c(Nc2ccc3ccccc3c2)c1[N+](=O)[O-],11,1,21,2,62*,2,5

Gathered by group, those above with a furan ring, fused or not (two)
SMILES	CXCR6 block	Gli-Sufu block	A3A deaminase	CCR6 antagonist	APOBEC3G inh	MPTP inh	GRIN3A LBD mod	EBI2 antag
CCCCN(Cc1ccco1)C(=O)C1CCCN(c2ncnc3c2nc2n3CCCCC2)C1 (centres undefined)	-1	24	-4	23	-2	-0.6	-2	18
Cc1oc2ccccc2c1CNC(=O)N(C)C	3	3	3	6	-8	0.8	1	-16

Further entries
SMILES	CXCR6 block	Gli-Sufu block	A3A deaminase	CCR6 antagonist	APOBEC3G inh	MPTP inh	GRIN3A LBD mod	EBI2 antag
CC1(C)N=C(SCC(=O)Nc2ccc(Cl)cc2)C(c2ccccc2)=N1	-1	11	-1	23	-2	5.4	-10	13
NC(=O)c1ccccc1NC(=O)c1ccccc1F	-6	12	-2	8	-3	-3.1	2	1
N/C(=N\OC(=O)/C=C/c1ccccc1)c1ccccn1	-1	-94	7	15	-1	-1.1	1	-3
CN(C(=O)c1ccc(S(=O)(=O)N(C)C)cc1)c1ccc2ccccc2c1	-1	5	-1	7	-4	0.5	-2	4
Cc1cccc(CNc2ccc(C(CC(N)=O)NC(=O)Cc3cccc4ccccc34)cc2[N+](=O)[O-])c1 (centres undefined)	11	10	-2	23	-6	-2.0	-4	10
Cc1ccccc1N(C(=O)Cc1cccs1)C(C(=O)NCC1CCCO1)c1cccnc1 (centres undefined)	6	1	-4	4	-10	0.7	-5	-2
O=C(N/N=C/c1ccc2c(c1)OCO2)c1ccc2c(c1)OCO2	0	-43	-1	2	-7	-1.5	-2	-5
CCCn1c(=O)c2c(nc3n2CCS3)n(C)c1=O	-1	4	0	2	-10	-2.9	1	-11
CC(C)(C)N(C=C(Cl)Cl)C(=O)NC1CCCCC1	-2	-5	2	4	-1	4.9	-3	-2
CC(=O)c1cccc(NC(=O)c2ccc([N+](=O)[O-])o2)c1	-14	-10	-4	-3	-11	0.9	0	-17
CC1(C)C(=O)N(c2ccccc2)C(=O)c2ccccc21	3	5	2	3	6	2.0	-1	-9
CCOc1ccc(S(=O)(=O)N2CCCC(C(=O)N3CCC(C(N)=O)CC3)C2)cc1Cl (centres undefined)	-20	3	4	7	-3	1.1	-1	-13
Cc1ccc(OCC(=O)N2CCN(C(=O)c3cccc(F)c3)CC2)cc1	2	14	4	2	-7	-0.5	-2	84*
N#C/C(=C/c1ccc(O)cc1)C(=O)NCc1ccc(Cl)cc1	-8	2	-2	15	-7	1.5	-6	7
Cc1ccc(S(=O)(=O)N2CCCN(S(=O)(=O)c3ccc4c(c3)OCCO4)CC2)cc1	-3	0	2	7	1	-1.3	1	-4
O=C(c1ccc(S(=O)(=O)Cc2ccccc2F)c([N+](=O)[O-])c1)N1CCCCCC1	-8	10	-1	-13	-4	0.9	-4	-13
O=C(CCSCCC(=O)Nc1c(F)c(F)c(F)c(F)c1F)Nc1c(F)c(F)c(F)c(F)c1F	-4	-6	-2	7	-7	6.1	-11	0
Cc1ccccc1OCC(=O)Nc1ccc(S(=O)(=O)N2CCOCC2)cc1	-5	25	0	10	-8	-1.7	-1	-5
COc1ccc(OC)c(/C=N/NC(=O)c2cc3c(OC)cc(OC)cc3[nH]2)c1	-2	5	-1	-2	0	7.6	3	-10
CCN(CC(=O)NCc1ccc(Cl)cc1)C(=O)c1cccc(S(=O)(=O)Nc2ccc(OC)cc2)c1	3	7	1	4	-5	-0.4	-2	-4
CCN1C(=NCc2cc(OC)c(OC)c(OC)c2)N[C@@H](c2ccccc2)C(C(=O)OC)=C1C	4	7	45*	8	11	0.6	2	-10
COCC(=O)N1CCC(Oc2ccc(C(=O)NC3CCOC(C)(C)C3)cc2)CC1 (centres undefined)	-7	-12	3	5	-7	-0.3	-1	5
Cc1ccc(S(=O)(=O)NCCC(=O)NC2CCCCC2)cc1	8	8	-2	3	-9	-0.8	0	1
Cc1ccc(OCC(O)Cn2nc(C)cc2C)cc1 (centres undefined)	-18	6	1	4	-7	1.4	1	-6
COc1ccc(-c2csc(NC(=O)c3ccccc3S(C)(=O)=O)n2)cc1	-6	6	-7	9	-12	0.2	0	-1
O=C(Cn1cnc2c(nnn2-c2ccccc2)c1=O)NCC1CCCO1 (centres undefined)	3	-2	1	2	2	-2.0	-1	-4
O=C(CNC(=O)c1cccs1)N/N=C/c1ccco1	4	-19	0	-11	-10	2.8	0	-4
O=C1NCCn2nc3ccccc3c21	-1	-9	1	-8	-8	2.9	0	-9
Cc1[nH]c2ccccc2c1C(=O)C(=O)NC1CC1	6	0	0	11	-1	-0.4	6	-8
O=C(O)c1ccccc1C(=O)c1ccc2c(c1)N(Cc1cccc(F)c1)C(=O)CO2	-2	-2	0	6	-1	-1.6	0	9
CCn1c(COc2ccc3c(c2)OCO3)nnc1SCC(=O)O	-6	-3	-4	-2	-11	-2.2	-3	-8
Cc1ccccc1CNc1ccc(C(CC(N)=O)NC(=O)c2ccc(Br)cc2)cc1[N+](=O)[O-] (centres undefined)	3	6	-3	27	-13	1.2	-2	4
N#CC(C(=O)NC1CCCCC1)=C1CCCCCC1	0	-2	-5	1	-10	1.8	-6	-6
C(=N\Nc1nc(N2CCOCC2)nc(N2CCOCC2)n1)/c1cccnc1	-4	2	-1	-14	-1	-2.3	-1	-10
COc1ccc(C2CC3CC(c4ccccc4)N2O3)cc1 (centres undefined)	-7	1	5	8	-3	0.3	-1	-7
CCCCc1nnc(SCCSc2nnc(CCCC)n2N)n1N	-2	6	-5	-13	-8	0.5	-1	-1
COCCN(C(=O)c1ccccc1OC1CCN(S(C)(=O)=O)CC1)C(C)C	1	-3	2	6	1	1.6	-1	-1
COC(=O)c1cn(-c2ccccc2)nc1-c1ccc(OC)cc1	-10	1	0	3	-6	0.7	1	-25
CC(=O)OC1COC(n2ccc3ccccc32)C(OC(C)=O)C1OC(C)=O (centres undefined)	7	4	-2	-10	-3	-0.4	6	-7
COc1ccccc1S(=O)(=O)CC(O)COc1ccc(F)cc1Cl (centres undefined)	10	-3	-1	-6	0	-1.5	0	-2
CC1=NN(C(N)=S)C(=O)C1N=Nc1c(C)n(C)n(-c2ccccc2)c1=O (centres undefined)	-7	7	13	17	-4	-2.4	-4	-15
CC(=Nc1ccccc1)C1=C(O)COC1=O	-5	3	0	-5	-5	0.2	0	6
O=C(CCC(=O)OCC(=O)c1ccc(Cl)cc1Cl)Nc1cccc2cccnc12	12	2	-2	62*	54*	-2.6	0	9
CCO[C@@H]1OC(C(=O)N2CCOCC2)=C[C@H](C2CCCCC2)[C@H]1CCCO	2	-3	1	1	-3	0.8	1	0
COc1ccc(CN2C(=NC(=O)COc3ccccc3)SC3CS(=O)(=O)CC32)cc1 (centres undefined)	3	1	4	-10	20	-1.2	5	11
Cc1csc(NC(=O)Nc2ccc(Cl)cc2)n1	-13	4	-4	-7	-5	74*	21*	2
CC(/C=N/NC(=O)c1cc(-c2cccs2)[nH]n1)=C\c1ccccc1	-15	-6	-4	5	-4	20	11*	-19
O=C(NCCCc1ccccc1)c1cccc(NC(=O)C2CCCC2)c1	-2	-6	x	-2	x	-0.8	0	-7
O=[N+]([O-])c1cccc(S(=O)(=O)NCCc2cccs2)c1	-8	17	21	2	-4	0.6	6	-1
Cc1noc(C)c1CCC(=O)Nc1c(C(C)C)cccc1C(C)C	0	6	14	7	-5	0.7	2	-10

(listing goes on)
SMILES	CXCR6 block	Gli-Sufu block	A3A deaminase	CCR6 antagonist	APOBEC3G inh	MPTP inh	GRIN3A LBD mod	EBI2 antag
COCCNC(=O)c1onc(CSc2cccc(OC)c2)c1C(=O)O	1	-3	2	3	-11	-0.5	-1	2
COc1cc(/C=C2\SC(N)=NC2=O)ccc1O	-8	-26	-8	13	-8	-0.2	-3	-4
CCOC(=O)/C(=N\Nc1cccc(Cl)c1)Sc1nnc(-c2ccc(OC)cc2)n1C	5	5	4	-7	36	0.1	13*	8
O=C(CCn1cnc2ccccc2c1=O)Nc1ccc(S(=O)(=O)N2CCCC2)cc1	7	2	4	-1	-4	-0.7	1	4
COc1cc(NC(=O)c2cccs2)ccc1NC(=O)c1cc2ccccc2o1	-10	1	1	3	-5	1.5	-6	-4
CCOC(=O)Cn1c(CN2CC(C)OC(C)C2)nc2c1c(=O)n(C)c(=O)n2C (centres undefined)	8	5	0	4	-3	-1.6	-2	0
O=C(NCCCCc1ccccc1)c1ccc(Br)o1	2	-2	3	19	3	0.4	-5	-5
Cc1noc(C)c1C(=O)OCC(=O)C12CC3CC(CC(C3)C1)C2	-2	-3	-4	6	-7	-3.1	4	-14
COc1ccc(C2CC(c3ccc(Cl)cc3Cl)Nc3nc(N)nn32)cc1 (centres undefined)	1	-7	1	10	-3	-1.7	2	-5
COCc1nnc(NC(=O)CCC2CCCCC2)s1	-1	6	-5	-8	-4	-2.3	-1	-4
CCCCN(C(=O)Cc1cccc(F)c1)c1c(N)n(CCC)c(=O)[nH]c1=O	-6	0	-6	-7	-10	-1.2	1	-14
O=C(O)c1cc(C(=O)C2CCCCC2)c[nH]1	-1	5	0	-11	-4	0.0	0	-7

Screens as filed in PubChem BioAssay.
